# EphA4 KYL inhibition: inhibitors of EphA4 binding to KYL peptide, primary screen, biochemical, colorimetric, mouse EphA4 (AID 689). EphA4-AP binding to KYL peptide, pNPP A405; higher % means a stronger effect. inhibition, % at 10 µM, or IC50 in µM where a hit was titrated. hit rate 0.1% among 62,000; in the data active = a potency from the dose series; inactive = the rest, 99 in 100 with inhibition below about 22%
# * hit, by the source's call; & = joins results of further samples. Some of the compounds tested; count on the stated rates, not on these rows.
SMILES | EphA4 KYL inhibition
CN(C)c1ccc(/C=C2\SC(=S)N(/N=C/c3ccc(N(C)C)cc3)C2=O)cc1 | -8.8%
O=c1[nH]c2ccc(Cl)cc2c(-c2ccccc2)c1N1CCN(CCO)CC1 | -5.9%
COc1ccc(C(=O)Nc2ccc3nn(-c4ccc(C)cc4)nc3c2)cc1Br | 9.9%
Cc1ccccc1-c1nc(CN2CCC(C(=O)NCCCN3CC(C)CC(C)C3)CC2)c(C)o1 (stereo not drawn) | -11.1%
CC(/C=C/c1ccc(C)o1)=C\C(=O)O | -14.2%
NC(=O)C(c1ccccc1)c1ncc(C(F)(F)F)cc1Cl (stereo not drawn) | 3.5%
COC(=O)CN(c1cccc(C(F)(F)F)c1)S(C)(=O)=O | -7.6%
Cc1ccccc1S(=O)(=O)Cc1ccc(C(=O)NCc2cccs2)o1 | 0.8%
O=C(/C=C/c1c(Cl)cccc1Cl)Nc1ccncc1 | -2.0%
Cc1nc2c(-c3ccc(F)cc3)c(C)nn2c(C)c1CCC(=O)N1CCC(Cc2ccccc2)CC1 | -11.9%
Nc1c(C(=O)NCc2ccccc2)sc2nc3c(cc12)C(=O)CCC3 | -12.9%
CCOC(=O)c1c(C)sc2c1N(C(=O)CN1CCOCC1)c1cc(Cl)ccc1S2 | -0.6%
COc1ccccc1CNc1ncnc2c1nnn2Cc1ccccc1 | -2.7%
O=S(=O)(Nc1ccc2nc(C(F)(F)F)[nH]c2c1)c1ccccc1 | -14.4%
Cc1cc(=O)[nH]c(SCC(=O)Nc2nc3c(s2)CCCC3)n1 | 2.3%
CCOC(=O)/C(C#N)=C1/C=CN(Cc2ccccc2)C=N1 | 4.4%
O=C(NNC1=C(C(=O)C(F)(F)F)CCC1)c1ccc(Cl)cc1 | -7.6%
Cc1ccc(NC(=O)N/C=C/c2ccc(Cl)cc2)cc1 | 0.4%
O=C1NC(=O)C(=Cc2ccc(OCc3ccc(F)cc3)cc2)C(=O)N1 | 12.5%
CCOCCCNc1ncc2c(n1)CC(c1ccc(C)cc1)CC2=O (stereo not drawn) | -3.7%
COc1ccccc1N1C(=O)c2ccc(C(=O)Nc3ccccc3O)cc2C1=O | -9.4%
Cc1onc(-c2c(Cl)cccc2Cl)c1C(=O)NCc1ccc(S(N)(=O)=O)cc1 | -5.7%
COc1ccc2[nH]c(=O)c(CN(C)C(=O)COc3ccccc3)cc2c1 | -10.0%
Cc1ccc2c(c1)N(CCC(=O)NCc1ccc3c(c1)OCO3)C(=O)CO2 | -2.2%
CCOC(=O)c1c(NC(=O)CSc2nnnn2CC)sc(C)c1C | 4.1%
CC(=O)Nc1ccc(N2CCN(C(=O)c3cccs3)CC2)cc1 | -11.9%
CCC(C)Sc1nc(C)nc2c1c(=O)n(C)c(=O)n2C (stereo not drawn) | -9.1%
Cc1ccc(C2=NN(C(=O)CCC(=O)O)C(c3ccccc3F)C2)cc1 (stereo not drawn) | 4.4%
Cc1nc2sc3c(O)cc(=O)[nH]c3c2c(C)c1C | 7.9%
CC(C)(C)NC(=O)CN1C(=O)/C(=C/c2ccccc2)SC1=S | -5.1%

# Entries above that contain an aryl methoxy group, in the order listed:
SMILES | EphA4 KYL inhibition
COc1ccc(C(=O)Nc2ccc3nn(-c4ccc(C)cc4)nc3c2)cc1Br | 9.9%
COc1ccccc1CNc1ncnc2c1nnn2Cc1ccccc1 | -2.7%
COc1ccccc1N1C(=O)c2ccc(C(=O)Nc3ccccc3O)cc2C1=O | -9.4%
COc1ccc2[nH]c(=O)c(CN(C)C(=O)COc3ccccc3)cc2c1 | -10.0%

# Continuation.
SMILES | EphA4 KYL inhibition
CCn1c(SCC(=O)Nc2cc(C)on2)nnc1-c1ccncc1 | 3.1%
O=C(CN(C(=O)CCC(=O)Nc1ccccn1)c1ccc2c(c1)OCO2)NCc1ccco1 | -5.0%
CCOC(=O)c1c(C2CCN(C(=O)OCC)CC2)nc2ccccn12 | -1.2%
Cn1cc(C(=O)N2CCN(C(=O)c3ccco3)CC2)c2c3ccccc3n(C)c2c1=O | -5.3%
COc1ccc(C2NC(=O)c3n[nH]c(C)c32)c(OC)c1 (stereo not drawn) | -5.1%
CC12CCC(C(=O)Nc3nccs3)(OC1=O)C2(C)C (stereo not drawn) | -16.5%
CC(C)(C)C(=O)NC(=S)Nc1ccccc1C(=O)Nc1ccccc1 | -14.6%
CC1CCC2(CC1)NC(=O)N(CC(=O)c1cccn1C)C2=O (stereo not drawn) | -9.4%
CC(C)C(=O)NS(=O)(=O)c1ccc(NC(=O)c2ccc(Cl)cc2)cc1 | 0.8%
COc1ccc(Oc2cc(F)nc(N)n2)cc1 | -4.1%
Cc1nn(C)c(C)c1NC(=O)c1ccnn1C | -7.8%
O=C(Oc1ccc(Br)cc1C(=S)N1CCOCC1)c1ccc(Cl)cc1 | -7.1%
O=C(Cn1nnc(-c2cccc(C(F)(F)F)c2)n1)N1CCOCC1 | -11.1%
Cc1nc(SCC(=O)c2ccc(F)cc2)n[nH]1 | 0.1%
CCCOc1cccc(C2/C(=C(/O)c3ccc(OC)cc3)C(=O)C(=O)N2CCN(C)C)c1 (stereo not drawn) | -4.4%
CC(C)C(=O)Nc1c2c(nc3ccccc13)N(C)CC2 | 6.1%
O=S1(=O)C=CC(Nc2ccccc2)C1 (stereo not drawn) | -17.4%
CCOC(=O)CSc1n[nH]c(-c2cccnc2)n1 | -0.1%
O=C(O)CCNS(=O)(=O)c1ccccc1 | 1.8%
Cc1oc2ccc(OS(C)(=O)=O)cc2c1C(=O)OC(C)C | -13.1%
Cc1ccc(S(=O)(=O)N2CCN(C(=O)CN3CCOCC3)C2)cc1 | -7.0%
CC(NC(=O)CN(c1ccccc1)S(=O)(=O)c1ccccc1[N+](=O)[O-])c1ccccc1 (stereo not drawn) | -6.4%
Cn1c(/C=C/c2ccc(C(=O)c3ccccc3)o2)nc2ccccc21 | 9.1%
Cc1nc2ccccc2n1C(=O)c1ccc([N+](=O)[O-])cc1 | -2.5%
CCC(=O)Oc1ccc2oc(=O)cc(C)c2c1 | -8.9%
C=CCn1c(SCC(=O)Nc2ccc3c(c2)OCCO3)nnc1-c1ccco1 | -21.5%
O=C1CN(C(=O)CSc2nnnn2-c2ccc(Cl)cc2)c2ccccc2N1 | -7.3%
O=C(CN1CCC(n2nnc3cc(C(F)(F)F)ccc32)CC1)N1CCc2ccccc21 | -7.7%
COCCCNC(NC(=O)c1ccc(Cl)cc1)C(Cl)(Cl)Cl (stereo not drawn) | 12.5%
COC(=O)C1=C(C(=O)c2ccc(C)cc2)C(c2ccc(OC)c(OC)c2)n2nnnc2N1 (stereo not drawn) | 5.2%

# Later entries.
Structure,EphA4 KYL inhibition
Cn1cccc1C(=O)c1ccc(Cl)cc1Cl,-8.9%
CN1CCN(c2ccc(/C=C3\NC(=S)NC3=O)cc2[N+](=O)[O-])CC1,-11.3%
O=C(c1ccco1)N1CCN(Cc2nnnn2CCc2ccccc2)CC1,-4.3%
Cc1nc(C(=O)N(C)C)nn1-c1cc(Cl)cc(Cl)c1,7.6%
CN(C)S(=O)(=O)c1ccc(NC(=O)c2ccc(Br)o2)cc1,-5.5%
CC1CN(C(=O)c2cc3c(s2)CCC3)CC(C)O1 (stereo not drawn),-6.2%
CCN(CC)S(=O)(=O)c1ccc(NC(=O)C2CCCO2)cc1 (stereo not drawn),-15.4%
COc1ccccc1NC(=O)/C=C/c1ccc(C)o1,-3.5%
CCOC(=O)c1c(NC(=O)c2ccccc2)sc2c(O)c(CN(CC)CC)ccc12,-17.4%
O=C(COc1ccc([N+](=O)[O-])cc1)Nc1ccc2oc(-c3cccc(Cl)c3)nc2c1,-8.0%
COc1ccc(N2C(=O)C(Cl)=C(Nc3cccc(OC)c3)C2=O)cc1,-1.3%
CC(CN1CCN(C)CC1)OC(=O)c1ccccc1Cl (stereo not drawn),-3.7%
O=C(O)[C@H](Cc1ccccc1)NC(=O)N1CCOCC1,-4.2%
O=C1c2ccc3c4c(ccc(c24)C(=O)N1c1ccc2ccccc2c1)CC3,-7.6%
CC1CCCCN1C(=O)CSc1nc2ccccc2n1CC(=O)N1CCc2ccccc21 (stereo not drawn),-12.0%

# Other structures:
Structure,EphA4 KYL inhibition
C/C(=N/NS(=O)(=O)c1ccc(Cl)cc1)c1cccc(NC(=O)c2ccc(Cl)cc2Cl)c1,9.9%
CCc1cc(C)cc(OCCOc2cccc(/C=C3/SC(=S)N(C)C3=O)c2)c1,-3.5%
CCN1CCN(C(=S)c2ccc(Br)cc2)CC1,-10.9%
CCOc1ccc(N=C2NC(=O)S/C2=C\c2ccc(O)cc2)cc1,6.2%
CC1CCN(C(=O)Nc2ccc3nsnc3c2)CC1,2.3%
Cc1cc(/C=C2/NC(=O)NC2=O)c(C)n1-c1cccc(Cl)c1,-10.0%
CCC(=O)Nc1ccc2c(c1)C(=O)N(C)C2=O,-5.4%&-7.2%
Cc1cccc(C(=O)N2CCN(Cc3ccc4c(c3)OCO4)CC2)c1,2.8%
CN(C)CCNC(=O)c1cc(Br)ccc1Cl,-8.6%
CCOC(=O)C1CCCN(S(=O)(=O)c2cc(OCC(=O)NC3CCCCC3)c(C)cc2Cl)C1 (stereo not drawn),4.6%
O=C(Nc1ccccn1)C(O)c1ccccc1 (stereo not drawn),-1.1%
O=C(CN(C1CCCCC1)S(=O)(=O)c1ccc(F)cc1)NCc1ccncc1,-2.9%
O=S(=O)(c1ccc(S(=O)(=O)N2CCN(C/C=C/c3ccccc3)CC2)cc1)N1CCCC1,11.4%
CCN(CC)S(=O)(=O)c1cc(-c2nn(C)c(=O)c3ccccc23)ccc1C,-2.2%
O=C(NCc1ccccc1)c1cnc2n(c1=O)CCS2,-2.3%

# An excerpt of these results, field by field:
> CCOC(=O)C1CCCN(S(=O)(=O)c2cc(OCC(=O)NC3CCCCC3)c(C)cc2Cl)C1 (stereo not drawn)
  EphA4 KYL inhibition: 4.6%
> O=C(Nc1ccccn1)C(O)c1ccccc1 (stereo not drawn)
  EphA4 KYL inhibition: -1.1%
> O=C(CN(C1CCCCC1)S(=O)(=O)c1ccc(F)cc1)NCc1ccncc1
  EphA4 KYL inhibition: -2.9%

# Further results:
Structure,EphA4 KYL inhibition
CC1CCCCC1NS(=O)(=O)c1ccc(S(=O)(=O)NCc2ccncc2)cc1 (stereo not drawn),4.0%
COc1ccc(N2C(=O)c3ccccc3NC2c2cc(OC)c(OC)c(OC)c2)cc1 (stereo not drawn),0.4%
OCCN1CCN(CC(O)COc2ccc3c(c2)OCO3)CC1 (stereo not drawn),-6.7%
c1ccc(Oc2cc(-c3ccccc3)ncn2)cc1,-3.9%
Cc1cc(=O)oc2cc(OCC(O)CN3CCN(c4ccccc4)CC3)ccc12 (stereo not drawn),-1.2%
CCOc1ccc(/C=C2\N=C(c3ccccc3F)OC2=O)cc1,-4.4%
COc1ccc(CC(=O)Nc2ccc(Br)cc2)cc1OC,-1.3%
CCC(C)NC(=O)CSc1nnc(-c2ccncc2)n1-c1ccc(OC)cc1 (stereo not drawn),-6.1%
CCCCC(=O)N/N=C(\C)CC(=O)Nc1cc(Cl)ccc1OC,-3.4%
O=C(Nc1ccc(Cl)cc1)c1cccc2ccccc12,-4.9%
Cc1ccc(C(=O)Oc2cccc(NC(=O)c3ccco3)c2)cc1S(=O)(=O)N1CCC(C)CC1,-16.4%
COc1cccc(C(=O)NNC(=O)c2ccccc2Br)c1,-1.0%
Cc1noc(C)c1COc1ccc(C(=O)OCc2nnc(-c3ccc(Cl)cc3)o2)cc1,4.1%
CNC(=O)COC(=O)c1cc(=O)[nH]c2ccccc12,-13.3%
O=C(O)c1ccc(Nc2nc(-c3ccccc3)c3ccccc3n2)cc1,5.9%

# Additional records follow:
Structure,EphA4 KYL inhibition
COc1ccc(-n2c(=S)[nH]c3cc(C(=O)NCc4ccco4)ccc3c2=O)cc1OC,-7.6%
Cc1ccc(C(=O)Cn2c(C(=O)/C=C/c3ccccc3)nc3ccccc32)cc1,-7.7%
NS(=O)(=O)c1ccc(NC(=O)c2ccc(Oc3ccccc3)cc2)cc1,-8.5%
COc1ccc(NC(=O)c2[nH]c(C)c(C(C)=O)c2C)cc1Cl,3.9%
COc1ccc(-c2nnn(CC(=O)N(CCO)C(C(=O)NC3CCCC3)c3ccc(F)cc3)n2)cc1 (stereo not drawn),2.0%
CCCCn1nc2cc(C(=O)NCC3CC3)ccc2c1OCC,-14.9%
CCOC(=O)c1c(C)[nH]sc1=S,-6.1%
Cc1ccc(CC2S/C(=C(/C#N)C(=O)NCc3ccco3)N(c3ccccc3)C2=O)cc1 (stereo not drawn),-0.9%
CCCC(=O)Nc1cc(OC)ccc1OC,-9.8%
Cc1c(NC(=O)CN2C(=O)C3C4C=CC(C4)C3C2=O)c(=O)n(-c2ccccc2)n1C (stereo not drawn),-12.7%
Cc1cc(C)nc(SCC(=O)N2CCCCC2)n1,0.4%
CN(C1CCS(=O)(=O)C1)S(=O)(=O)c1cccc2nsnc12 (stereo not drawn),-4.8%
OCCCCNCc1ccc(OCc2ccccc2Cl)cc1,-14.4%
COc1cc(C(=O)NC(=S)Nc2cccc(-c3cc4ccccc4oc3=O)c2)cc(OC)c1OC,-17.9%
O=C(CC(SCCO)c1ccc2c(c1)OCO2)c1cccs1 (stereo not drawn),-19.6%

# Compounds listed so far that contain a cyano group:
Structure,EphA4 KYL inhibition
CCOC(=O)/C(C#N)=C1/C=CN(Cc2ccccc2)C=N1,4.4%
Cc1ccc(CC2S/C(=C(/C#N)C(=O)NCc3ccco3)N(c3ccccc3)C2=O)cc1 (stereo not drawn),-0.9%

# Further records
Structure,EphA4 KYL inhibition
CNc1nc(Nc2ccc([N+](=O)[O-])cc2)nc(OCC(F)(F)C(F)F)n1,-5.0%
COc1ccc(C2c3c(ncn(CCN4CCOCC4)c3=N)Oc3ccc4ccccc4c32)cc1OC (stereo not drawn),-1.2%
COc1ccc(NC(=S)Nc2ccc3nc(C)c(C)nc3c2)cc1,-7.2%
CCOc1ccc2nc3c(cc2c1)CN(CCCO)C(=NCCOC)S3,-3.4%
Cc1cccc(N(C(=O)c2ccc(Cl)cc2)C2CS(=O)(=O)CC2OC(=O)c2ccc(Cl)cc2)c1 (stereo not drawn),12.4%
Cc1cccc2cc3c(N)c(C(=O)N4CCOCC4)sc3nc12,29.6%
S=C(S)N(CCN(Cc1cccs1)C(=S)S)Cc1cccs1,7.4%
Cc1cccc(N2CCN(S(=O)(=O)c3ccc4c(c3)CCN4C(=O)CCC(=O)O)CC2C)c1 (stereo not drawn),-0.7%
